NRP1-CendR mod = alters CendR peptide binding to human NRP-1 | inhibition, % at 25 µM | AID 602438 | FAM-RPARPAR peptide binding to NRP-1, fluorescence polarization | actives 0.85% (n = 360,000);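 active means inhibition or corrected inhibition above about 18%, plus a signal ratio from 0.5 to 1.5, limit read from the data, passing the limit was not always enough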; further: strong numbers were not always called active
SUMO1-SIM PPI = SUMO1-SIM interaction modulation. P63165. SUMO1 binding to a labelled peptide, TR-FRET, 1 h. inhibition, % at 20 µM. actives 0.33% (n = 360,000). AID 602429; in the data active means inhibition above about 37%
Scp-1 inhibitor = inhibitors of human Scp-1 phosphatase. Recombinant Scp1, phosphopeptide, malachite green phosphate absorbance. Q9GZU7. actives 0.88% (n = 340,000). inhibition, % at 20 µM;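 active means inhibition above about 50% at 20 µM, limit read from the data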;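 further: plate controls were DMSO wells with enzyme for no effect and wells lacking enzyme for full effect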
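Assay system: SCP-1 catalytic fragment, aa 76-261 | Buffer or medium: Tris acetate buffer pH 5.5 with MgCl2 and Tween-20 | Compound: One concentration, 20 µM, with 1.0% DMSO | Also added: Phospho 17-mer peptide substrate | Signal: Absorbance at 630 nm | Incubation: 45 min enzyme reaction at room temperature | Measure: % inhibition of SCP-1 phosphate liberation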
STEP inh = STEP (human) phosphatase inhibition; actives 0.25% (n = 360,000); recombinant STEP, OMFP fluorogenic substrate, fluorescence; inhibition, % at 20 µM; P54829; AID 588621;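 active means inhibition at 20 µM, scaled per plate between control wells, above about 37%, limit read from the data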;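 further: 0% = DMSO with enzyme and substrate and 100% = substrate only without enzyme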
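Material: STEP (striatal-enriched tyrosine phosphatase) enzyme, cell-free; Compound dosing: 20 µM single dose in 1% DMSO; Technique: fluorescence read at 480 nm ex / 540 nm em; Times: reaction 20 min, ambient temperature; Medium: 50 mM Bis-Tris pH 6.0 with 2.5 mM DTT and 0.005% Tween 20; Also added: OMFP at 25 µM.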
SKN-1 inh = blocks SKN-1 activity in C. elegans; C. elegans VP596 Pgst-4::GFP/RFP ratio, acrylamide-induced, 24 h; inhibition, % at 21.8 µM; actives 0.49% (n = 360,000); AID 624304;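 active means interference check ratio from 0.5 to 1.5 plus GFP to RFP signal ratio inhibition reaching or exceeding a fixed threshold, cut at about 30% in these data, passing the limit was not always enough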; further: some compounds called inactive have numbers as strong as hits
NadD block = inhibitors of Staphylococcus aureus NadD; purified NadD enzyme, colorimetric absorbance read-out; inhibition, % at 20 µM; actives 0.78% (n = 360,000); AID 602399; in the data active means inhibition above about 26%; further: some compounds past the cut are filed as inactive
DNMT1 inh = DNMT1 (human) enzyme inhibition; DNMT1 molecular beacon, Hinp1I cleavage, fluorescence; inhibition (reported as % activation of signal), % at 10 µM; actives 0.83% (n = 360,000); in the data active means inhibition above about 50%
Target sequence (P26358 504-1616 limits assumed): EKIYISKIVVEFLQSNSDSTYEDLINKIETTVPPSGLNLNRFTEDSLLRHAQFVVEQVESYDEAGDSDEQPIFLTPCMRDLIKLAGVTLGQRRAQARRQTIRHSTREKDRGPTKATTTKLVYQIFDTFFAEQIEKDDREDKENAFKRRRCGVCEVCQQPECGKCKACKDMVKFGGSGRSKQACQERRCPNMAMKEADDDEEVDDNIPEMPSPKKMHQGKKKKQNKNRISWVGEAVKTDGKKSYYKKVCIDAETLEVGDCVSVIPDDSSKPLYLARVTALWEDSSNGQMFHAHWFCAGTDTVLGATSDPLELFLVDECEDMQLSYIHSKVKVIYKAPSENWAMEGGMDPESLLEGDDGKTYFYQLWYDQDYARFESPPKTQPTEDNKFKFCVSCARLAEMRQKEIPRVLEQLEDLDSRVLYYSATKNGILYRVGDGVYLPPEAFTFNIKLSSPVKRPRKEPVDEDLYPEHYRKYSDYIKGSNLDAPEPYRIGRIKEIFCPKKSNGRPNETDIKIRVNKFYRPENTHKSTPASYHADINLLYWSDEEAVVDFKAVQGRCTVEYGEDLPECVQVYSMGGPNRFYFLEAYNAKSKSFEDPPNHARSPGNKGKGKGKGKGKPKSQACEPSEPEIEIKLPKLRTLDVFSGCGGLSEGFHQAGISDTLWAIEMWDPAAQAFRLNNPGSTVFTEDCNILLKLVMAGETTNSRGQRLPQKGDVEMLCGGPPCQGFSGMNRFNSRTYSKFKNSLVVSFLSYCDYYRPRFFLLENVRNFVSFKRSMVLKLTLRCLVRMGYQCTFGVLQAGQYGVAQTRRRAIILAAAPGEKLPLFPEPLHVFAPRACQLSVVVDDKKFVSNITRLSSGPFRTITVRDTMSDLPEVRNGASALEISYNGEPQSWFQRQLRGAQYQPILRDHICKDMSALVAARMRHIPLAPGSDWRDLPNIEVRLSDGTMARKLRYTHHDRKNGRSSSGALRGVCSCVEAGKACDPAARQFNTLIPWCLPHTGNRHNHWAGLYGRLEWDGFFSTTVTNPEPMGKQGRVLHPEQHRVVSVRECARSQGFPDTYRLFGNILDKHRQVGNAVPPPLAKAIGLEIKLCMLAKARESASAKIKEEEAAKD
MT1-MMP act inh = inhibitors of human MT1-MMP activation | AID 651647 | GFP/RFP ratio change, % at 20 µM | HT1080 RFP-PRO-GFP cells, GFP/RFP ratio fluorescence, overnight; percent of plate control window, DMSO zero | actives 0.061% (n = 360,000);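 active means GFP/RFP ratio change of at least 30% with cell ATP level not reduced by more than half and red fluorescence within 50% of control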; further: strong numbers were not always called active
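Assay system: RFP-PRO-GFP reporter HT1080 cells; read-out basis: GFP/RFP fluorescence ratio; benchmarks: DMSO wells and RFP-L50D-GFP cells; doses: 20 µM single dose, 1% DMSO; schedule: overnight cell settling, then overnight compound exposure, 37 °C, 5% CO2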
Rpn11 inh = blocks the human proteasome subunit Rpn11. O00487. human 26S proteasome, Ub4-pepOG fluorescence polarization; 20S core pre-blocked with epoxomicin. calls only at 20 µM. actives 0.59% (n = 360,000). AID 588493;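 active means inhibition at 20 µM, scaled to each plate's controls, above about 33%, limit read from the data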
LMPTP inh = blocks human LMPTP phosphatase; recombinant LMPTP-A, OMFP fluorogenic substrate, fluorescence intensity; inhibition, % at 20 µM; actives 0.22% (n = 360,000); AID 651560;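 active means compounds that cut the enzyme signal by at least half of the control window in the single-dose screen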;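 further: plate controls were DMSO wells with enzyme plus substrate for no effect and substrate without enzyme for full effect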
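Test system: LMPTP-A phosphatase enzyme; input: 0.625 nM LMPTP-A final; reagent: OMFP substrate, 400 µM final; compound dosing: 20 µM single dose, 3% DMSO; incubation: 50 min dark incubation at room temperature; measured by: endpoint fluorescence intensity from OMFP dephosphorylation; measure: % inhibition relative to no-enzyme and uninhibited control wells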
An asterisk follows results filed as active; i = inactive; x = not tested or not shown.

SMILES	NRP1-CendR mod	SUMO1-SIM PPI	Scp-1 inhibitor	STEP inh	SKN-1 inh	NadD block	DNMT1 inh	MT1-MMP act inh	Rpn11 inh	LMPTP inh
CC1CN(C(=S)Nc2ccccc2F)CC(C)O1 (stereo not given)	1	6	-2	4	1	1	9	-2	i	0.7
CSc1nnc(-c2ccccc2SC)o1	12	-1	-7	0	3	1	7	2	i	0.2
COc1ccc(/C=N/NS(=O)(=O)c2ccc(C)cc2)cc1	-1	-5	7	-3	-9	-7	-7	3	i	-1.2
O=S(=O)(c1ccc(Br)s1)N1CCc2ccccc2C1	-10	4	-10	4	1	-2	-4	1	i	1.8
Cc1ccccc1OCCC(=O)N(CC(=O)Nc1ccccc1C(F)(F)F)Cc1ccco1	3	5	-6	-3	-4	-5	-3	-3	i	1.2
Cc1ccc[n+](C(C)C(=O)Nc2ccc(C)c([N+](=O)[O-])c2)c1 (stereo not given)	9	-7	-2	0	2	-6	2	2	i	-2.1
CCCN(CC(=O)Nc1ccc(F)c(F)c1F)CC(=O)Nc1c(C)n(C)n(-c2ccccc2)c1=O	8	0	-7	0	15	-1	4	-1	i	-0.3
O=[N+]([O-])c1ccc(COc2ncnc3ccccc23)cc1	8	-23	-4	-2	10	-3	0	-2	i	-0.9
Cc1ccc(NC(=O)C(C)S)cc1 (stereo not given)	7	3	-4	-1	6	-7	-3	-2	i	0.7
CCCCOCCCNC(=O)c1cccs1	0	-4	-2	1	13	4	3	1	i	0.3
Cc1ccc2c(c1)N(C(=O)c1ccco1)C(C)(C)c1ssc(=S)c1-2	12	-11	-13	-1	8	1	-3	-18	i	4.1
COc1ccc(Cl)cc1NC(=O)CN(C)CC(=O)Nc1ccc(Br)cc1	-4	1	-6	-1	3	-3	-2	-1	i	-0.6
O=C(O)CSCC(=O)Nc1ccc(S(=O)(=O)N2CCCCC2)cc1	4	-1	-3	0	26	2	6	-6	i	-1.1
CC(C)NC(=O)c1cc(C2CCCCN2S(=O)(=O)c2cccs2)on1 (stereo not given)	7	2	x	-4	9	3	1	4	i	-0.4
Cn1c(N)c(S(=O)(=O)NCc2ccccc2)c(=O)n(C)c1=O	1	-1	-1	-1	6	-3	1	-1	i	-1.6
CC1CCCN(C(=O)CN2CCC(c3nc4ccc(Cl)cc4[nH]3)CC2)C1 (stereo not given)	-5	-3	-2	3	-1	-7	-1	3	i	0.2
CN1C(=O)/C(=C/c2ccco2)SC1=Nc1ccc(N2CCOCC2)cc1	-13	-20	0	4	-3	-1	0	4	i	2.3
CCc1ccc2c(CN3CCC(C(=O)OC)CC3)cc(=O)oc2c1	-4	-3	-5	1	-8	2	1	4	i	0.1
Cc1nc([N+](=O)[O-])c(Br)n1Cc1ccc(Cl)c(Cl)c1	0	-11	-4	1	9	-2	22	12	i	0.3
Cc1cccc(-n2ncc3c(NCCCN4CCCC4=O)ncnc32)c1	8	-1	-15	-4	-9	-4	-1	3	i	-1.2

Compounds listed so far with an aryl methoxy group:
SMILES	NRP1-CendR mod	SUMO1-SIM PPI	Scp-1 inhibitor	STEP inh	SKN-1 inh	NadD block	DNMT1 inh	MT1-MMP act inh	Rpn11 inh	LMPTP inh
COc1ccc(/C=N/NS(=O)(=O)c2ccc(C)cc2)cc1	-1	-5	7	-3	-9	-7	-7	3	i	-1.2
COc1ccc(Cl)cc1NC(=O)CN(C)CC(=O)Nc1ccc(Br)cc1	-4	1	-6	-1	3	-3	-2	-1	i	-0.6

Other records follow.
SMILES	NRP1-CendR mod	SUMO1-SIM PPI	Scp-1 inhibitor	STEP inh	SKN-1 inh	NadD block	DNMT1 inh	MT1-MMP act inh	Rpn11 inh	LMPTP inh
CCN(CC)S(=O)(=O)c1ccc(C(=O)OCC(=O)NCc2ccco2)cc1	-8	0	55*	2	10	5	17	0	i	-0.1
COc1cc(C(O)P(=O)(OC(C)C)c2ccc(N(C)C)cc2)cc(OC)c1OC (stereo not given)	-1	7	-2	-2	1	1	0	3	i	-1.5
CCOc1ccc(NS(=O)(=O)c2ccc(C(=O)NCC(c3cccs3)N3CCOCC3)cc2)cc1 (stereo not given)	-6	3	-4	0	5	4	2	-2	i	-1.0
Cc1ccc(C)c(N=Cc2ccc(-c3ccc([N+](=O)[O-])cc3)o2)c1	-11	-10	13	-4	-1	26	-7	-7	i	3.6
CN(Cc1ccccc1)C(=O)c1ccc(NC(=O)C2CCCN(C(=O)OC(C)(C)C)C2)cc1 (stereo not given)	18	-3	-2	-1	9	-1	-5	2	i	0.3
Cc1ccccc1NC(=O)Cc1nc(COC(=O)C(C)C)cs1	6	0	1	0	-17	-6	-4	-2	i	-0.6
CC(C)(C)c1ccc(S(=O)(=O)N2CCCC2C(=O)N2CCOCC2)cc1 (stereo not given)	-5	-2	1	-1	10	-5	8	0	i	2.7
Cc1ccc(CN(C(=O)c2ccccc2C)C2CCS(=O)(=O)C2)o1 (stereo not given)	10	0	-2	3	14	0	-2	-1	i	-0.3
COCCNS(=O)(=O)c1ccc(-c2ccc(Cl)cc2)cc1	11	0	6	0	-20	-2	8	10	i	2.0
c1csc(C2=NNC(=NC3CCCCC3)SC2)c1	-10	-6	5	2	2	4	-3	0	i	4.0

Retrieved by structure from the entries so far, 5 records:
SMILES	NRP1-CendR mod	SUMO1-SIM PPI	Scp-1 inhibitor	STEP inh	SKN-1 inh	NadD block	DNMT1 inh	MT1-MMP act inh	Rpn11 inh	LMPTP inh
Cc1cccc(-n2ncc3c(NCCCN4CCCC4=O)ncnc32)c1	8	-1	-15	-4	-9	-4	-1	3	i	-1.2
Cc1ccccc1OCCC(=O)N(CC(=O)Nc1ccccc1C(F)(F)F)Cc1ccco1	3	5	-6	-3	-4	-5	-3	-3	i	1.2
COc1ccc(/C=N/NS(=O)(=O)c2ccc(C)cc2)cc1	-1	-5	7	-3	-9	-7	-7	3	i	-1.2
Cc1ccccc1NC(=O)Cc1nc(COC(=O)C(C)C)cs1	6	0	1	0	-17	-6	-4	-2	i	-0.6
CSc1nnc(-c2ccccc2SC)o1	12	-1	-7	0	3	1	7	2	i	0.2

Further records follow:
SMILES	NRP1-CendR mod	SUMO1-SIM PPI	Scp-1 inhibitor	STEP inh	SKN-1 inh	NadD block	DNMT1 inh	MT1-MMP act inh	Rpn11 inh	LMPTP inh
Cc1ccccc1-c1nc(C#N)c(N2CCC(C)CC2)o1	1	1	-7	3	17	1	0	0	i	3.3
Cc1onc(-c2c(F)cccc2Cl)c1C(=O)Nc1cccc2nsnc12	-16	-18	-7	3	-12	2	-1	-4	i	1.5
CN(C)S(=O)(=O)c1ccc(NC(=O)Cn2c(-c3ccccc3)noc2=O)cc1	10	-4	-5	-4	8	-2	-2	-3	i	-3.3
Cn1c(=O)c(C(=O)Nc2ccccn2)c(O)c2ccccc21	1	17	-9	-1	17	0	2	-11	i	-0.3
CC(=O)C(C)n1c(CN(C)Cc2ccccc2)nc2c1c(=O)n(C)c(=O)n2C (stereo not given)	-11	4	-7	1	5	3	1	2	i	-1.3
COC(=O)[C@]1(CC(C)C)N[C@H](c2ccc(-c3ccc(OC)cc3)cc2)[C@@H]2C(=O)N(C)C(=O)[C@@H]21	-2	-3	-2	0	-1	-4	-11	-6	i	0.4
CCCCCCSc1cc(-c2nc3ccc(C)cn3c2NCCCC)ccc1OC	-21	6	11	5	15	2	-11	6	i	15
O=c1c2c([nH]n1-c1ccccc1)CCCC2	5	1	-2	0	1	-7	-4	1	i	0.2
CCOCCCNC(=O)c1cc2c(=O)n3cccc(C)c3nc2s1	-2	-12	-3	2	2	-2	4	x	i	1.2
CNC[C@H]1OCc2cnnn2CCCC(=O)N([C@H](C)CO)C[C@@H]1C	-4	-3	x	1	7	0	1	0	i	-0.6

Record cards, from the list above. Screens in order: NRP1-CendR mod | SUMO1-SIM PPI | Scp-1 inhibitor | STEP inh | SKN-1 inh | NadD block | DNMT1 inh | MT1-MMP act inh | Rpn11 inh | LMPTP inh
Entry for `CCOCCCNC(=O)c1cc2c(=O)n3cccc(C)c3nc2s1` = -2 | -12 | -3 | 2 | 2 | -2 | 4 | x | i | 1.2
Entry for `CNC[C@H]1OCc2cnnn2CCCC(=O)N([C@H](C)CO)C[C@@H]1C` = -4 | -3 | x | 1 | 7 | 0 | 1 | 0 | i | -0.6

Continued:
SMILES	NRP1-CendR mod	SUMO1-SIM PPI	Scp-1 inhibitor	STEP inh	SKN-1 inh	NadD block	DNMT1 inh	MT1-MMP act inh	Rpn11 inh	LMPTP inh
CC(C)CN1CCC(=O)N([C@H](CO)Cc2ccccc2)CC1	7	-8	6	-2	2	-16	5	-1	i	-1.7
CC(C)C(NS(=O)(=O)c1cccs1)C(=O)NCc1ccc2c(c1)OCO2 (stereo not given)	3	5	-12	2	7	-1	-2	0	i	-1.1
O=C(COC(=O)c1ccccc1O)NC(=O)NCc1ccccc1	-8	0	2	0	5	-4	1	8	i	0.0
CCN1C(=O)C(CC(=O)Nc2c(C)cccc2C)SC1=Nc1ccc(S(N)(=O)=O)cc1 (stereo not given)	10	-3	-1	-4	3	1	1	3	i	-1.8
Cc1cccc(CN2CCC(CNC(=O)Nc3ccccc3F)CC2)c1	-3	-1	2	-1	-4	-7	-4	2	i	-1.7
CCN1CCN(C(c2cccs2)C(C)NC(=S)NC2CCCCC2)CC1 (stereo not given)	2	1	-6	0	-1	0	0	0	i	0.3
COc1ccc(Cl)cc1S(=O)(=O)N1CCCC(C(=O)NCC(N)=O)C1 (stereo not given)	-2	-4	3	-1	-17	-1	4	-3	i	-1.5
CCSC1=NC(C)(C)C=C(C)N1	2	0	5	-9	-24	2	0	-3	i	-1.3
CCN(C(=O)COC(=O)c1cc(=O)[nH]c2ccccc12)c1c(N)n(Cc2ccccc2)c(=O)[nH]c1=O	1	-16	-1	-2	7	5	0	-1	i	0.0
COc1ccc(S(=O)(=O)Cc2ccc(C(=O)N3CCN(C4CCCCC4)CC3)o2)cc1	3	3	-9	-2	-1	-4	2	0	i	-1.9
COc1ccc(S(=O)(=O)N2CCN(c3ccccc3)CC2)cc1OC	3	0	10	0	6	-1	-1	2	i	1.7
COc1ccccc1C(=O)COC(=O)Cc1n[nH]c(=O)c2ccccc12	-2	6	-10	4	-6	-4	7	0	i	-1.8

The order is random, and some 3.9% of all compounds hit somewhere here.
